# mIAP block = inhibitors of mouse IAP, primary screen, biochemical, luminescence, uHTS; intestinal alkaline phosphatase [Mus musculus]; 0.2% of 330,000 active; purified mouse IAP, CDP-Star luminescence, 30 min; inhibition, % at 10 µM;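 active = inhibition of at least 40% at 10 µM in the primary screen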;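 note: plate controls were DMSO with enzyme for no effect and no enzyme wells for full effect; values of inactives mirror those of a sister screen read the other way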
# A3A deaminase = APOBEC3A ssDNA deaminase inhibitors, primary screen, selectivity assay for APOBEC3G inhibitor project, biochemical, FAM/TAMRA oligo cleavage fluorescence; DNA dC->dU-editing enzyme APOBEC-3A (Homo sapiens), P31941; recombinant A3A, FAM/TAMRA ssDNA deamination fluorescence; inhibition, % at 20 µM; 0.41% of 330,000 active; AID 493011, 2011;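 active = at least 40% inhibition at 20 µM here, with at most 30% in a related deaminase screen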;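 note: plate controls were A3A with DMSO for no effect and wells lacking A3A enzyme for full effect; some results filed as inactive read as strong as hits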
# Target sequence (P31941 whole entry, looked up): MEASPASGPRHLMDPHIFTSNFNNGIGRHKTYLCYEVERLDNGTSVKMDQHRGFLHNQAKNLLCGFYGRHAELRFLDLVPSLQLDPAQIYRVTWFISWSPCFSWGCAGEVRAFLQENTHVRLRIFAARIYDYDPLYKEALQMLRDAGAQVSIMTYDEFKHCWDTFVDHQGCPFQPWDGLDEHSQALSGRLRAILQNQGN
# ATG4B inh = ATG4B protease inhibitors, primary screen, biochemical, fluorescence, uHTS; AID 504462, 2011; inhibition, % at 8.33 µM; 0.51% of 340,000 active; Cysteine protease ATG4B (Homo sapiens), Q9Y4P1; ATG4B cleavage of LC3-PLA2, NBD-HPC fluorescence, 1 h; in the data active = inhibition above about 40%
# Target sequence (Q9Y4P1 whole entry, looked up): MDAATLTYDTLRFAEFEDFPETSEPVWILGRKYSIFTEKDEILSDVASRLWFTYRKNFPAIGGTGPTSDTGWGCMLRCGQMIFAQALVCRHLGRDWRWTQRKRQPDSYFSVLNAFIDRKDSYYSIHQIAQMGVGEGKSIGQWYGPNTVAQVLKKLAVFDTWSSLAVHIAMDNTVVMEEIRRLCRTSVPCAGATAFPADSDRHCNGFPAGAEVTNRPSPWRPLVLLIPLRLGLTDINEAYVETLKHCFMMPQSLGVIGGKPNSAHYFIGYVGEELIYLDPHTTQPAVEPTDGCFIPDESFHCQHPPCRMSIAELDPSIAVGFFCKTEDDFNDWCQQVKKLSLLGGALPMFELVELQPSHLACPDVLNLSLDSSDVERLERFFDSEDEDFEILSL
# PfG6PD inh = PfG6PD enzyme inhibitors, primary screen, biochemical, fluorescence intensity, uHTS; glucose-6-phosphate dehydrogenase-6-phosphogluconolactonase (Plasmodium falciparum 3D7); PfGluPho enzyme, NADPH resazurin-diaphorase fluorescence; 0.78% of 350,000 active; inhibition, % at 20 µM;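 active = inhibition reaching at least a set limit at 20 µM in the primary screen, cut at about 59% in these data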;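 note: 0% = DMSO wells with substrate and 100% = DMSO wells lacking glucose-6-phosphate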
# mIAP act = activators of mouse IAP, primary screen, biochemical, luminescence, uHTS; muIAP, CDP-Star luminescence, 30 min; hits give high values; 1 = vehicle-only enzyme signal, 0 = enzyme-free wells; activation factor at 10 µM; 0.24% of 330,000 active; AID 2805, 2010;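 active = activation factor of at least 2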; note: the source names both 10 and 20 µM as test concentration; values of inactives mirror those of a sister screen read the other way
#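 System: Mouse IAP enzyme | Also added: CDP-Star substrate | Dosing: Compounds dispensed in DMSO | Schedule: 30 min enzyme-substrate-compound incubation at room temperature | Technique: Chemiluminescence readout | Control set: DMSO-only wells and no-enzyme negative control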
# HKDC1 inh = HKDC1 hexokinase inhibitors, primary screen, biochemical, fluorescence, uHTS; recombinant HKDC1, G6PDH/diaphorase resazurin coupled fluorescence; inhibition, % at 20 µM; 0.16% of 340,000 active; AID 493160, 2011;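 active = inhibition above about 35% when tested at 20 µM, limit read from the data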;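 note: plate controls were DMSO wells with enzyme for no effect and DMSO wells lacking enzyme for full effect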
#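 test system = in-house recombinant HK5 (HKDC1) enzyme | amount = HKDC1 at 5 µg/mL | control set = DMSO-enzyme wells negative, buffer-substituted wells positive | compound = one dose of 20 µM, 1% DMSO | schedule = reaction time 90 min, room temperature, protected from light | technique = resorufin fluorescence at 613 nm | reagent = glucose with 1 mM ATP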
# hIAP act = human IAP activators, primary screen, biochemical, luminescence, uHTS; 0.16% of 330,000 active; activation factor at 10 µM; purified human IAP, CDP-Star luminescence, 30 min; hits give high values; 1 = vehicle-only enzyme, 0 = enzyme-free background; Intestinal-type alkaline phosphatase (Homo sapiens), P09923; AID 2524, 2010;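 active = activation factor of the enzyme at least 2-fold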; note: the source names both 10 and 20 µM as test concentration; values of inactives mirror those of a sister screen read the other way
# Target sequence (P09923 whole entry, looked up): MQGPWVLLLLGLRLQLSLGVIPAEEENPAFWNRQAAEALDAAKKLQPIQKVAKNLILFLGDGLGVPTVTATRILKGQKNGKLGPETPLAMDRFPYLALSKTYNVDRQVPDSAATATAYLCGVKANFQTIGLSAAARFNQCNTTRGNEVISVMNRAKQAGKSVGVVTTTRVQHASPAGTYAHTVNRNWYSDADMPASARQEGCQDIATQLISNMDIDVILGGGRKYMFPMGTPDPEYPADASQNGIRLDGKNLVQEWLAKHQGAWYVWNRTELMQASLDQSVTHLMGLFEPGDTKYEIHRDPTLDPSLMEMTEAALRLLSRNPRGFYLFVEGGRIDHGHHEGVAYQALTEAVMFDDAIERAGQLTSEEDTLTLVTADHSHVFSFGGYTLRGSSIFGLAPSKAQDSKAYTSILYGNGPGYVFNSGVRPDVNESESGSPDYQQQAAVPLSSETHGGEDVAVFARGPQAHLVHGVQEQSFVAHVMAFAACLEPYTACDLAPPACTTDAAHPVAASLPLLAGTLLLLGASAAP
# hIAP inh = human IAP inhibitors, primary screen, biochemical, luminescence, uHTS; Intestinal-type alkaline phosphatase (Homo sapiens), P09923; purified IAP, CDP-Star luminescence, 30 min; inhibition, % at 10 µM; 0.12% of 330,000 active; AID 2544, 2010;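 active = inhibition reaching a set limit with compound at 10 µM in the primary screen, cut at about 35% in these data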;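 note: plate controls were DMSO wells with enzyme for no effect and no-enzyme buffer wells for full effect; values of inactives mirror those of a sister screen read the other way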
# * = called active by the depositor; / = not tested or not shown.
nr	mIAP block	A3A deaminase	ATG4B inh	PfG6PD inh	mIAP act	HKDC1 inh	hIAP act	hIAP inh	Structure
1	-3	0	-7	15	1	-1	0.97	3	CC(NC(=O)C[n+]1cccc(Br)c1)c1ccccc1 (stereo not given)
2	-2	3	1	-5	1	-6	1.1	-11	O=C(Cc1ccc(Cl)cc1)OCc1nnc(-c2ccccc2)o1
3	-3	-1	0	-9	1	3	1.1	-10	CCC(=O)NCCC(c1ccco1)c1ccccc1OC (stereo not given)
4	-4	-5	-7	10	1	-1	1.1	-13	COc1cccc(NC(=O)CCNS(=O)(=O)c2ccc(Br)s2)c1
5	3	1	2	-7	0.97	-9	0.87	13	Cc1cc(C(=O)Nc2cccc(C(=O)O)c2)c(C)o1
6	14	-1	-8	19	0.86	9	0.75	25	CC1(C)CC(=O)C2=C(C1)NC1=C(C(=O)c3ccccc31)C2c1cc([N+](=O)[O-])ccc1O (stereo not given)
7	-5	-3	2	7	1.1	0	1.2	-17	O=C(N/N=C/c1cccnc1)c1cc(-c2ccccc2)nc2ccccc12
8	-7	-2	-3	-6	1.1	-4	1	-1	Nc1nc2ccc(C(=O)NCCOC(=O)C3CCCCC3)cc2s1
9	6	-2	6	9	0.94	-3	0.81	19	CCN(C(=O)COc1ncnc2ccc(Br)cc12)C1CCS(=O)(=O)C1 (stereo not given)
10	-4	-5	-6	5	1	-8	1.1	-7	CCOc1cc(C)nc(NCCc2ccc(OC)c(OC)c2)n1
11	19	-43	-29	-19	0.81	-15	2.8*	-178	Cc1cc(/C=N/NC(N)=S)c(O)c(/C=N/NC(N)=S)c1
12	3	0	-5	5	0.97	-6	1.2	-19	CCOC(=O)c1cc(NC(=O)C2CCCO2)cc(C(=O)OCC)c1 (stereo not given)
13	-3	5	-5	2	1	-7	1.1	-10	O=C(COC(=O)c1ccccc1NC(=O)c1ccco1)NC1CCS(=O)(=O)C1 (stereo not given)
14	5	5	0	2	0.95	-7	0.97	3	Cc1ccc(-n2c(C)nn(Cc3ccc([N+](=O)[O-])cc3)c2=O)cc1
15	-13	2	4	-2	1.1	-9	1.3	-27	CC(C)NC(=NCc1ccc(Cl)cc1Cl)Nc1ccccc1

# (next part)
nr	mIAP block	A3A deaminase	ATG4B inh	PfG6PD inh	mIAP act	HKDC1 inh	hIAP act	hIAP inh	Structure
16	4	-5	0	-3	0.96	0	1.2	-18	O=C(CN1CCN(c2ccccn2)CC1)Nc1cccc(Cl)c1Cl
17	-1	0	-8	7	1	-1	1	-4	CCCCN(CC)Cc1c(C)[nH]c2c(ccc3ccccc32)c1=O
18	-12	-1	-8	-6	1.1	4	1.3	-28	Cn1cnc(S(=O)(=O)Nc2ccc(C(F)(F)F)cc2)c1
19	0	-1	-2	8	1	8	0.82	18	COc1ccc2c(c1)C1=NN(/C(C)=C/C(C)=O)C(c3ccc(F)cc3)C1CC2 (stereo not given)
20	-2	0	3	22	1	-12	0.99	0	O=C(Nc1ccc(-n2nncc2-c2ccco2)cc1)c1cccc(F)c1
21	4	-4	-5	0	0.96	-4	1.1	-7	O=C(c1ccc(F)cc1)N1CCCCC(S(=O)(=O)c2ccccc2)C1=O (stereo not given)
22	47*	98	/	/	0.53	/	1.1	-8	CC1=C(C#N)C(=O)N(C2CCS(=O)(=O)C2)C(=O)/C1=C\c1ccco1 (stereo not given)
23	-2	-2	-1	-4	1	26	0.98	2	N#Cc1nc(NCC(F)F)nc(Nc2cc(F)cc(F)c2)n1
24	3	-1	4	-12	0.97	-6	1	0	COC(=O)C1C(=O)C(C(=O)c2ccccc2)C(=O)CC1(C)C (stereo not given)
25	2	2	0	-3	0.98	-6	1	-3	CC(=O)c1cc(Cc2csc(C(C)=O)c2)cs1
26	2	-3	-2	11	0.98	-4	0.88	12	CC(C)(C)[C@H]1C=C(C(=O)N2CCN(Cc3ccccc3)CC2)O[C@@H](OCCCCO)C1
27	9	-1	-1	-10	0.91	-4	1.4	-36	COCCNC(=O)C(=O)NNC(=O)CCc1ccccc1
28	11	-1	5	-7	0.89	11	0.94	6	Cn1c(=O)c2c(nc(CN3CCc4ccccc4C3)n2Cc2ccc(F)cc2)n(C)c1=O
29	-14	-7	12	13	1.1	-5	0.94	6	Cc1c(NC(=O)Nc2ccc(Cl)c(Cl)c2)sc(=S)n1C
30	-1	-3	-3	-13	1	-3	1.3	-26	O=C(CSc1nnc(-c2ccccc2)o1)c1ccc2c(c1)OCCO2

# Continuation:
nr	mIAP block	A3A deaminase	ATG4B inh	PfG6PD inh	mIAP act	HKDC1 inh	hIAP act	hIAP inh	Structure
31	3	-1	-2	-15	0.97	-7	0.87	13	CCCOc1ccc(N2CC(C(=O)Nc3ccccc3C(=O)NCc3ccco3)CC2=O)cc1 (stereo not given)
32	2	-1	7	-15	0.98	-2	0.87	13	C/C(Cl)=C/CSc1nc2c(c(=O)[nH]c(=O)n2C)n1C(C)C
33	-9	-3	2	-23	1.1	-7	0.98	2	CCOc1ccc(-c2nnn(CC(=O)NCc3ccc(C)cc3)n2)cc1
34	5	-1	-1	2	0.95	-6	1	0	Cc1c(Br)c([N+](=O)[O-])nn1CCCC(=O)Nc1c(C)n(C)n(-c2ccccc2)c1=O
35	8	-4	-3	-2	0.92	3	1.3	-33	NNC(=O)C(=O)Nc1ccc(Cl)c(Cl)c1
36	0	-2	0	-15	1	2	1.1	-8	Cn1ccnc1Sc1ccc(C=O)cc1[N+](=O)[O-]
37	7	-2	-7	2	0.93	-6	1	-4	COc1ccc(/C=N/NC(=O)c2cccc([N+](=O)[O-])c2)cc1OC
38	9	-1	58*	-14	0.91	-10	1	-2	O=C(NCc1cccc(Cl)c1)c1ccc(S(=O)(=O)Nc2cccc(C(F)(F)F)c2)cc1
39	11	-3	-6	-3	0.89	3	0.97	3	C=CCN(c1ccc(F)cc1)S(=O)(=O)c1cc(C(=O)NC2CCC(O)CC2)ccc1Cl (stereo not given)
40	6	-1	-5	-1	0.94	2	1	-3	Cc1ccc(CN(C#N)c2nc(C)cc(C)n2)cc1
41	1	4	-5	3	0.99	3	0.94	6	Cn1c(SCC(N)=O)nnc1C1CCN(C(=O)NCc2ccccc2)CC1
42	-1	-2	5	2	1	-3	0.87	13	O=C(CSc1nc(=O)[nH]c2c1CCCC2)Nc1ccc(F)cc1F
43	-1	-2	-1	-10	1	-1	0.88	12	O=C(C1CCN(S(=O)(=O)c2ccc(Cl)cc2)CC1)N1CCOCC1
44	-1	-3	-11	1	1	-13	0.91	9	Cc1ccc(-c2ccc(SCC(=O)N3CCN(c4ccccc4)CC3)nn2)cc1
45	-9	2	-2	-6	1.1	-5	0.97	3	Cc1ccc(S(=O)(=O)N2CCN(c3ccccn3)CC2)cc1

# Carrying on:
nr	mIAP block	A3A deaminase	ATG4B inh	PfG6PD inh	mIAP act	HKDC1 inh	hIAP act	hIAP inh	Structure
46	2	-8	-10	-6	0.97	-5	1.3	-26	CCCOc1ccc(C(=O)NCCN2CCOCC2)cc1
47	-7	0	-10	7	1.1	4	0.92	8	O=C(CN(C(=O)c1ccco1)c1cccc(F)c1)NCc1ccc(F)cc1
48	-5	3	1	-13	1.1	-2	1.3	-29	COc1ccc(NC(=O)c2ccc(NC(=O)c3nc4nc(C)cc(C)n4n3)cc2)cc1
49	11	-3	-22	1	0.89	2	0.9	10	COCC(=O)Nc1ccc(Nc2ccccc2)cc1
50	-15	2	0	1	1.1	-5	0.92	8	COc1ccccc1C(=O)c1nc2ccccc2n1C
51	-1	-4	3	-13	1	1	0.95	5	O=c1oc2ccccc2cc1NCc1ccccc1O
52	21	-3	10	-10	0.79	-8	1	-4	Nc1nnc(CC(=O)N/N=C\c2cc([N+](=O)[O-])ccc2O)s1
53	4	3	6	-20	0.96	-6	0.73	27	O=C(O)c1ccccc1C(=O)NCCCCCCNC(=O)c1ccccc1C(=O)O
54	16	2	2	0	0.84	8	1	-1	Cc1ccc(S(=O)(=O)c2cc3c(=O)n4ccccc4nc3n(C3CCCCC3)c2=N)cc1
55	1	-1	11	-11	0.99	-2	0.9	10	C#CCn1ccc(O)c(Cc2c(F)cccc2Cl)c1=O
56	7	0	-13	0	0.93	-4	1.1	-6	Cc1ccc(NS(=O)(=O)c2cccc(C(=O)NCC(c3cccs3)N3CCOCC3)c2)cc1 (stereo not given)
57	-4	-2	-13	-32	1	-6	0.84	16	Cc1cc(C(=O)COC(=O)C2=NNC(=O)CC2)c(C)n1CCc1ccccc1
58	5	1	4	-20	0.95	4	1.2	-16	O=C(O)C1CCCCC1C(=O)NC1C2CC3CC(C2)CC1C3 (stereo not given)
59	20	5	-4	-12	0.8	-3	1	0	O=C(N/N=C/c1ccc(O)c(O)c1)c1cccc(S(=O)(=O)N2CCCCC2)c1
60	5	-4	-20	12	0.95	8	1.1	-13	Cc1ccc(S(=O)(=O)Oc2ccc(/C=N/NC(=O)c3nn(C)cc3Cl)cc2)cc1
61	0	-3	-6	1	0.99	-4	1	-2	Cc1cc([N+](=O)[O-])cc2c1NC(=O)C2(O)N1CCCCCC1 (stereo not given)
62	3	-3	-2	8	0.97	1	0.94	6	CCOc1ccc(C2C(C(=O)c3ccco3)=C(O)C(=O)N2CCCn2ccnc2)cc1OC (stereo not given)
63	-2	0	-1	3	1	-7	1.2	-17	CCOC(=O)Nc1cc(NC(=O)OCC)c(C)nc1C

# Sorted by length of the SMILES (high to low): part of the list above
nr	mIAP block	A3A deaminase	ATG4B inh	PfG6PD inh	mIAP act	HKDC1 inh	hIAP act	hIAP inh	Structure
62	3	-3	-2	8	0.97	1	0.94	6	CCOc1ccc(C2C(C(=O)c3ccco3)=C(O)C(=O)N2CCCn2ccnc2)cc1OC (stereo not given)
48	-5	3	1	-13	1.1	-2	1.3	-29	COc1ccc(NC(=O)c2ccc(NC(=O)c3nc4nc(C)cc(C)n4n3)cc2)cc1
59	20	5	-4	-12	0.8	-3	1	0	O=C(N/N=C/c1ccc(O)c(O)c1)c1cccc(S(=O)(=O)N2CCCCC2)c1
57	-4	-2	-13	-32	1	-6	0.84	16	Cc1cc(C(=O)COC(=O)C2=NNC(=O)CC2)c(C)n1CCc1ccccc1
53	4	3	6	-20	0.96	-6	0.73	27	O=C(O)c1ccccc1C(=O)NCCCCCCNC(=O)c1ccccc1C(=O)O
47	-7	0	-10	7	1.1	4	0.92	8	O=C(CN(C(=O)c1ccco1)c1cccc(F)c1)NCc1ccc(F)cc1
61	0	-3	-6	1	0.99	-4	1	-2	Cc1cc([N+](=O)[O-])cc2c1NC(=O)C2(O)N1CCCCCC1 (stereo not given)
58	5	1	4	-20	0.95	4	1.2	-16	O=C(O)C1CCCCC1C(=O)NC1C2CC3CC(C2)CC1C3 (stereo not given)
63	-2	0	-1	3	1	-7	1.2	-17	CCOC(=O)Nc1cc(NC(=O)OCC)c(C)nc1C
46	2	-8	-10	-6	0.97	-5	1.3	-26	CCCOc1ccc(C(=O)NCCN2CCOCC2)cc1
50	-15	2	0	1	1.1	-5	0.92	8	COc1ccccc1C(=O)c1nc2ccccc2n1C
49	11	-3	-22	1	0.89	2	0.9	10	COCC(=O)Nc1ccc(Nc2ccccc2)cc1
51	-1	-4	3	-13	1	1	0.95	5	O=c1oc2ccccc2cc1NCc1ccccc1O

# High-throughput results (PubChem)

# Random draw from the library. Share with any hit: about 2.4%.
